# INS-1E GSIS act: GLuc luminescence reporter in INS-1E cells, primary screen for activators of glucose-dependent secretion of insulin | INS-1E GLuc reporter insulin secretion, 2-3 h | activation, % at 16.6 µM | 0.61% of 370,000 active;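 active = lowest replicate activation of at least 40%, so every replicate reaches that level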;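 note: 0% = median of neutral control wells and 100% = median of IBMX positive control wells; some compounds called inactive have numbers as strong as hits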
# PAX8 inh HTS: inhibitors of PAX8-driven TPO luciferase reporter, primary screen, RMG-I cells, single concentration | SteadyGlo, 24 h | inhibition, % at 12.6 µM | 1.2% of 360,000 active | AID 652154, 2013;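 active = mean replicate inhibition at least 60% with every replicate also reaching 60%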;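 note: luciferase light reporting Pax8 driven TPO promoter activity; plate controls were median of neutral control wells for no effect and mitoxantrone controls for full effect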
# F508del corr: F508del CFTR correction, initial screen, CFBE line, single point; CFBE cells, YFP halide quenching; stimulated with forskolin plus potentiator P3; % fluorescence drop versus neutral controls; activity (quench increase), % at 7.58 µM; 0.36% of 350,000 active;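 active = mean added fluorescence quench of at least 8% versus neutral control, with both replicates also reaching 8%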;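 note: cells transiently co-express mutant CFTR-F508del with the halide-sensitive YFP; corrector assay measuring rescue of mutant channel to the surface after 24 h compound exposure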
# FN deposition inh: inhibitors of fibronectin matrix deposition, primary screen, AH1F cells, Alexa488-fibronectin fluorescence, plate reader; inhibition, % at 12.6 µM; 0.086% of 350,000 active; AH1F fibroblasts, overnight; AID 743247, 2014;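 active = mean inhibition across replicates of 30% or more, regardless of how many single replicates reach that level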;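 note: positive control wells lacked labelled fibronectin entirely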
#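 Schedule: 1 h cell adhesion before compound, then overnight fibronectin incubation; test system: AH1F fibroblast monolayer depositing Alexa488-labelled fibronectin into matrix; quantity: 10000 AH1F cells per well; probe or stimulus: fluorescent fibronectin at 24 nM final; signal: fluorescence, ex 485 nm, em 525 nm; evaluation: percent inhibition as loss of matrix-bound fibronectin fluorescence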
# EWS-Fli inh: EWS/Fli-driven NR0B1 reporter inhibitors, primary screen, A673 cells, NR0B1 luciferase, luminescence, MLPCN library; viability-normalised; inhibition, % at 12.6 µM; 0.67% of 350,000 active;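 active = mean inhibition of at least 50% after viability correction, with every replicate also passing that limit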;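 note: firefly luciferase signal divided by Alamar Blue viability fluorescence both relative to DMSO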
# miR122 inh: miR-122 Renilla sensor signal increase in Huh7, primary screen, miR-122 inhibitor project, cell-based, single point, plate reader. 0.3% of 340,000 active. AID 602342, 2012. activation (reporter increase), % at 12.5 µM. Huh7 miR-122 Renilla luciferase sensor, 48 h; neutral wells = 0, positive control = 100;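 active = mean replicate activation score at least 90 and every replicate individually at or above 90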;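 note: higher luciferase means less miR-122 activity so hits act as miR-122 inhibitors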
# DENV2 CPE rescue: inhibitors of DENV2 cytopathic effect, primary screen, cell-based, plate reader, single concentration. DENV2-infected cells, cytopathic effect rescue. CPE inhibition, % at 9.99 µM. 1.7% of 350,000 active. AID 651640, 2012; in the data active = CPE inhibition above about 20%, passing the limit was not always enough; tested in BHK-21 cells;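 note: 0% = median of neutral control wells and 100% = median of positive control wells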
# Active calls of the source: *; . = no result given; [ ] = another dose, or the depositor's remark.
SMILES,INS-1E GSIS act,PAX8 inh HTS,F508del corr,FN deposition inh,EWS-Fli inh,miR122 inh,DENV2 CPE rescue
Cc1ccc(-c2cc(C(=O)Nc3c(C)n(C)n(-c4ccccc4)c3=O)c3ccccc3n2)cc1,.,7.7,-2.8,-3.7,-24.1,24.7,3.5
C[C@@H]1CN([C@H](C)CO)C(=O)c2cc(NS(=O)(=O)c3ccc(F)cc3)ccc2O[C@@H](C)CCCCO[C@@H]1CN(C)C(=O)c1ccccc1,-4.4,28.8,3.0,.,7.9,-9.8[16.7 µM],2.9
Cn1nccc1C(=O)N/N=C/c1c(O)ccc2ccccc12,-8.0,51.4,11.2*,12.9,-9.0,6.3,4.7
COC(=O)c1ccc2nc(NC(=O)C3CCCCC3)sc2c1,9.9,-60.4,.,-4.3,26.8,.,3.0
C#CCOCCOCCOCCNc1nc(N2CCN(C(=O)C([C@@H](C)CC)n3cc(C(N)Cc4ccc(O)cc4)nn3)CC2)nc(N2CCN(C(=O)[C@H](CCC(=O)O)n3cc(C(N)CC(C)C)nn3)CC2)n1 (stereo partly drawn),16.0,-7.4,0.4,-10.5,-4.5,1.9,0.1
COc1ccccc1CNC(=O)COC(=O)CSc1ccc(F)cc1,6.7,4.7,0.9,3.3,1.3,.,-0.6
CC(=O)N(C)C[C@H]1Oc2ncc(-c3ccc(C#N)cc3)cc2C(=O)N([C@@H](C)CO)C[C@H]1C,17.2,.,-0.3,5.3,-10.9,-3.0[16.7 µM],12.3
N#CC(CCc1ccccc1[N+](=O)[O-])(CCc1ccccc1[N+](=O)[O-])C(N)=O,-12.6,13.6,0.9,-12.2,14.0,7.0,-1.4
CCCN1CCN(C(=O)Cn2ncc3c([nH]c4ccc(C)cc43)c2=O)CC1,-0.5,7.2,0.5,-1.0,.,-9.2,4.1
C/C(=N\NC(=O)c1ccccc1)c1c(C)[nH]n(-c2ccccc2)c1=O,.,22.2,.,3.4,-3.2,1.1,-10.4
CCC(C)(C)NC(=O)C1CCN(S(=O)(=O)c2cccs2)CC1,-18.1,10.0,-1.2,9.4,-5.4,-6.4,1.3
CCNc1nc(NC(C)C)nc(N(n2cnnc2)S(=O)(=O)c2ccc(C)cc2)n1,-12.1,-0.9,.,-1.1,9.6,.,2.3
O=C(NCc1ccccc1Cl)c1ccc(S(=O)(=O)N2CCCC2)cc1,12.4,2.5,1.7,8.0,8.5,-0.5,4.5
C[C@@H]1CN([C@@H](C)CO)C(=O)c2cc(-c3cccc(C#N)c3)cnc2O[C@@H]1CN(C)C(=O)c1ccccn1,30.3,.,1.8,.,-1.9,-1.7[16.7 µM],0.1
COc1ccc2cc(C3CC(c4ccco4)=NN3S(C)(=O)=O)c(Cl)nc2c1 (stereo not drawn),20.6,6.3,-3.6,4.5,-3.9,43.3,16.2
C[C@H]1CN([C@@H](C)CO)S(=O)(=O)c2ccc(Br)cc2O[C@@H]1CN(C)Cc1cncnc1,4.7,.,0.8,.,-7.0,-1.2[16.7 µM],-1.7
CCCCNC(=O)c1onc(CSc2cc(C)cc(C)c2)c1C(=O)NCCCC,-31.5,13.1,1.1,11.8,22.0,3.8,6.3
Cc1nnc(SCC(=O)c2c(N)n(C)c(=O)n(C)c2=O)n1Cc1ccccc1,-3.0,.,.,.,.,-4.4,-4.9
CCC(CC)c1nnc(NC(=O)c2ccc3c(c2)OCO3)s1,6.0,-184.4,2.2,1.4,-131.7,.,-5.2
CCCCc1ccc(N=N/C(C(=O)Nc2ccc(NC(C)=O)cc2OC)=C(/C)O)cc1,-1.4,17.8,-0.5,-3.3,-7.7,5.5,0.9
O=C(O)CCCCCN1C(=O)/C(=C\c2cn(-c3ccccc3)nc2-c2cccs2)SC1=S,17.7,19.4,3.9,1.6,4.1,-10.9,59.6*
O=C(C1=C(O)C(=O)N(CCCN2CCOCC2)C1c1ccc(Cl)cc1)c1cc2ccccc2o1 (stereo not drawn),0.2,-1.6,0.2,7.0,.,.,-4.1
CC(C)C(=O)N1CCN(c2ccccc2NC(=O)c2cc([N+](=O)[O-])ccc2N2CCOCC2)CC1,-14.5,4.1,1.6,6.4,13.5,.,1.9
CN1C[C@H]2[C@@H](c3ccccc31)[C@@H](CO)N2C(=O)Nc1ccccc1Cl,11.2,-36.9,0.5,.,-21.1,-9.5[16.7 µM],-5.7
C[C@H]1CCCCO[C@H](CN(C)S(=O)(=O)c2cccs2)[C@@H](C)CN([C@@H](C)CO)C(=O)c2cc(NC(=O)C3CCCCC3)ccc2O1,-12.2,.,-1.3,.,-5.7,13.0[16.7 µM],3.7
CCOc1ccccc1N1CCN(C(=O)NC2CCCCC2)CC1,-20.8,-2.6,1.1,.,.,-7.4,11.2
CS(=O)(=O)N1[C@H](CO)[C@H](c2ccccc2)[C@@H]1C#N,15.3,-18.5,0.2,3.9,-10.5,.,-0.4
O=C(CCC1CCCN(C(=O)c2ccc3cc[nH]c3c2)C1)N1CCN(c2ccccn2)CC1 (stereo not drawn),-11.1,18.0,-3.9,0.5,8.9,3.3,-6.6
CCCNC(=O)N1CC2(C1)[C@@H](c1ccccc1)[C@@H](CO)N2CC1CCCC1,-12.4,.,-0.8,.,-13.9,.,-10.2
COc1cccc(-c2ccc([C@H]3[C@H]4CN(C(=O)NC(C)C)CCCCN4[C@H]3CO)cc2)c1,-0.4,18.2,0.8,.,.,0.2[16.7 µM],-0.6
N#C/C(=C\C1=C(N2CCOCC2)C(=C\c2ccccc2)/CC1)C(=O)Nc1ccccc1F,5.2,-3.1,3.8,-1.9,-6.7,.,1.9
Cc1nn(-c2ccccc2)c(C)c1C(=O)OCC(=O)Nc1cccc(S(N)(=O)=O)c1,-2.8,-0.3,0.3,-0.9,-80.8,5.2,-7.3
CCCNC(=O)N(C)C[C@H]1Oc2cc(C#CC(C)(C)O)ccc2S(=O)(=O)N([C@@H](C)CO)C[C@@H]1C,10.8,-11.2,3.1,0.7,6.1,52.0[16.7 µM],2.0
O=C1S/C(=C/c2ccc(N3CCOCC3)o2)C(=O)N1Cc1ccc(F)cc1,.,-9.9,.,-0.9,.,-0.9,.
CCn1cc(CN2CCCC(CNS(=O)(=O)c3cccc4cccnc34)C2)cn1 (stereo not drawn),-2.6,.,-2.7,0.0,7.7,-6.3,18.3
C[C@@H]1CN([C@H](C)CO)C(=O)Cc2cc(NC(=O)Nc3ccc4c(c3)OCO4)ccc2O[C@@H]1CN(C)Cc1ccc(C(F)(F)F)cc1,-21.3,18.1,-2.9,.,-5.0,0.5[16.7 µM],-1.7
COC(=O)Nc1csc2c1NC(=O)CCCC2,9.9,19.9,-1.4,-0.2,-6.5,.,1.4
O=C(C1CCOCC1)N1CC(=O)N2[C@H](CO)[C@@H](c3ccc(C#Cc4cccc(F)c4)cc3)[C@@H]2C1,-14.6,14.3,4.9,.,1.5,.,2.5
CC1(C)C(=Cc2ccccc2)C(=O)c2ccccc21,1.8,7.5,1.1,-8.1,-89.7,.,3.6
CC(C)C[C@@H](CN)NC(=O)c1nc[nH]c1C(=O)N[C@@H](Cc1ccccc1)C(=O)CNC[C@H](C)NC(=O)c1nc[nH]c1C(=O)N[C@@H](CC(C)C)C(=O)O,-5.4,10.5,-2.1,2.7,-4.4,0.0,9.8
COc1cc(/C=C2\SC(=S)N(Nc3ccccc3)C2=O)ccc1O,-23.5,-171.8,.,0.8,.,.,.
CO[C@H]1CN(C)C(=O)c2cc(NC(=O)c3nc4ccccc4s3)ccc2OC[C@@H](C)NC[C@H]1C,11.0,-30.9,-3.7,5.9,-4.8,.,18.9
CC1(C(=O)NS(=O)(=O)c2ccc3ccccc3c2)CCN1C(=O)Cc1ccc(Cl)cc1Cl (stereo not drawn),-3.1,-12.8,1.1,5.3,-10.8,.,2.8
CC(=O)N1CC(=O)N2[C@@H](CO)[C@H](c3ccc(-c4ccc(C)cc4)cc3)[C@@H]2C1,1.5,-2.5,0.2,.,9.7,.,2.5
N#Cc1cccc(-c2ccc([C@@H]3[C@@H]4CN(S(=O)(=O)c5ccc(-c6ccccc6)cc5)C[C@H]3N4)cc2)c1,556.1*,40.6,-7.8,8.6,74.4*,.,-6.5
O=C(O)CCCCCNc1ccc2nsnc2c1[N+](=O)[O-],48.4,-2.6,.,2.4,.,-4.1,.
C[C@H]1CN([C@@H](C)CO)C(=O)Cc2cc(NC(=O)Nc3ccc(C(F)(F)F)cc3)ccc2O[C@H]1CN(C)C(=O)Nc1ccc(F)cc1,-8.4,-1.1,3.2,.,-1.3,1.1[16.7 µM],5.2
C=CCN(C(=O)c1oc2c(Cl)cc(C)cc2c1C)C1CCS(=O)(=O)C1 (stereo not drawn),-11.1,-96.1,-1.9,-4.9,-100.9,-3.5,2.3

# Sorted by length of the SMILES (smallest number first): some entries from above
SMILES,INS-1E GSIS act,PAX8 inh HTS,F508del corr,FN deposition inh,EWS-Fli inh,miR122 inh,DENV2 CPE rescue
COC(=O)Nc1csc2c1NC(=O)CCCC2,9.9,19.9,-1.4,-0.2,-6.5,.,1.4
CC1(C)C(=Cc2ccccc2)C(=O)c2ccccc21,1.8,7.5,1.1,-8.1,-89.7,.,3.6
CC1(C(=O)NS(=O)(=O)c2ccc3ccccc3c2)CCN1C(=O)Cc1ccc(Cl)cc1Cl (stereo not drawn),-3.1,-12.8,1.1,5.3,-10.8,.,2.8
CC(=O)N1CC(=O)N2[C@@H](CO)[C@H](c3ccc(-c4ccc(C)cc4)cc3)[C@@H]2C1,1.5,-2.5,0.2,.,9.7,.,2.5
O=C(C1CCOCC1)N1CC(=O)N2[C@H](CO)[C@@H](c3ccc(C#Cc4cccc(F)c4)cc3)[C@@H]2C1,-14.6,14.3,4.9,.,1.5,.,2.5

# The list goes on:
SMILES,INS-1E GSIS act,PAX8 inh HTS,F508del corr,FN deposition inh,EWS-Fli inh,miR122 inh,DENV2 CPE rescue
CC(C)CNC(=O)C1CCN(S(=O)(=O)c2ccc3c(c2)OCCO3)CC1,11.6,11.4,-2.6,-1.4,9.4,-1.7,16.0
COc1ccc(CN(C)C[C@@H]2Oc3ccc(NC(=O)NC(C)C)cc3C(=O)N([C@@H](C)CO)C[C@@H]2C)cc1,7.3,-3.0,0.1,.,.,-1.3[16.7 µM],3.5
Cc1occc1-c1nnc(SCC(=O)Nc2ccc(F)cc2)n1C,1.9,-5.8,-0.4,5.3,-6.5,.,-4.3
Cn1cc(SCC(=O)Nc2ccc3c(c2)OCCO3)c2ccccc21,7.2,-16.0,1.3,-6.4,-27.2,-4.4,-1.7
O=C(Nc1ccccc1-c1nnc(SCc2ccc(Cl)cc2Cl)o1)c1ccccc1,11.7,11.7,.,1.9,.,.,.
CCc1cnc(N2[C@H](C#N)[C@H](c3ccc(C4=CCCC4)cc3)[C@@H]2CO)s1,-3.3,13.6,0.0,5.3,-2.2,.,42.6*
COc1ccc2c3c([nH]c2c1)[C@H](CO)N(Cc1ccncc1)CC31CCN(CC2CCOCC2)CC1,4.6,-8.1,-0.7,-16.5,12.3,.,-4.9
C/C(=C\C(=O)c1ccc(Br)cc1)NNC(=O)c1ccccc1,.,1.6,1.7,-2.5,1.2,.,1.7
COc1ccc2nc(N(CCN(C)C)C(=O)c3ccc(C(=O)c4ccccc4)cc3)sc2c1,2.3,-22.4,5.4,.,-8.0,1.0,-7.3
CC(C)NC(=O)Nc1ccc2c(c1)CC(=O)N([C@@H](C)CO)C[C@@H](C)[C@@H](CN(C)C(=O)Nc1cccc3ccccc13)O2,15.3,9.7,0.7,.,14.5,-4.9[16.7 µM],10.5
CCCCN1C(=O)C(O)(CC(=O)c2c(C)coc2C)c2ccccc21 (stereo not drawn),-3.9,12.4,-0.7,-20.1,15.6,.,8.8
O=C(COC(=O)Cc1ccc(Cl)cc1)NCc1ccc(Cl)cc1,15.9,-1.4,-3.0,.,6.2,-0.7,11.7

# Source: PubChem
